SIAH1 antagonists – Siah-1 peptide-binding antagonists, primary screen, biochemical, fluorescence polarization, rhodamine-plectin, uHTS (AID 1817); E3 ubiquitin-protein ligase SIAH1 (Homo sapiens); 0.02% of 290,000 active; one-dose displacement, % at 20 µM; IC50 in µM for titrated hits; Siah-1 / rhodamine-plectin peptide fluorescence polarization; higher % means a stronger effect;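 active = displacement of at least 50% at 20 µM, with a fluorescence ratio check between 0.3 and a set limit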;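 also: plate controls were Siah plus tracer with DMSO for no effect and tracer alone without Siah for full effect; strong numbers were not always called active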
XIAP displacement – XIAP antagonists, biochemical, IAP family, fluorescence polarization (AID 1018). displacement, % at 20 µM, or IC50 in µM where a hit was titrated. E3 ubiquitin-protein ligase XIAP (Homo sapiens). XIAP BIR domain, fluorescence polarization peptide displacement; higher % means a stronger effect. 0.007% of 200,000 active; in the data active = displacement above about 50%; also: a part of the inactive calls stands beside numbers as strong as those of hits
M1AAP inhibition – P. falciparum M1AAP inhibitors, biochemical, fluorogenic H-Leu-NHMec substrate, 1536-well (AID 1445) | recombinant M1AAP, H-Leu-NHMec fluorogenic kinetic assay; higher % means a stronger effect | 0.42% of 220,000 active | inhibition, % at 30 µM, or IC50 in µM where a hit was titrated;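 active = primary inhibition above the hit cutoff, then over 50% inhibition at one or more dose response concentrations, cut at about 23% in these data, passing the limit was not always enough; inconclusive = conflicting primary data, or primary hits not chosen for dose response; inactive = low primary inhibition, or under 50% at every dose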;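 also: plate controls were DMSO full reaction for no effect and no enzyme background for full effect; strong numbers were not always called active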
Dynein cargo inh – inhibitors of GR-EGFP nuclear translocation, primary screen, dynein cargo transport inhibitor project, imaging, high-content, 3617.4 mouse cells; test concentration mostly 20 µM; stimulated with dexamethasone, 1 µM; stronger effect = lower value; z-score, hits read low; 0.47% of 220,000 active; AID 1381, 2008;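 active = plate z-score of nuclear minus cytoplasmic receptor signal below a set negative limit, without overly bright fluorescence or cell loss, cut at about -3.5 in these data, passing the limit was not always enough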;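 also: z-score of nuclear minus cytoplasmic ring GR-EGFP intensity difference per well; some compounds called inactive have numbers as strong as hits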
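Buffer or medium – tet-free medium with charcoal-stripped serum · Signal – automated 10x imaging of fixed Hoechst-stained cells · Also added – dexamethasone agonist, 1.0 µM final, for 30 min · Incubation – induction 48 h, compound 1 h, agonist 30 min · Read-out – GR-EGFP nuclear translocation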
AID2073 – inhibitors of Mint1-CaV2.2 protein interaction, biochemical, HTRF (AID 2073) | Voltage-dependent N-type calcium channel subunit alpha-1B (Homo sapiens) | HTRF protein-protein interaction, Mint1-CaV2.2; higher % means a stronger effect | inhibition, % at 20 µM; hits with a dose series show IC50 in µM | 0.19% of 290,000 active; in the data active = inhibition mostly above about 51%, no sharp cut-off; inconclusive = no clear call, values can overlap the other calls; inactive = mostly below about 53%; also: some results filed as inactive read as strong as hits
LYP inhibition – inhibitors of LYP phosphatase, biochemical, fluorescence intensity, uHTS (AID 1779) | Tyrosine-protein phosphatase non-receptor type 22 (Homo sapiens) | recombinant LYP phosphatase, fluorescence intensity; higher % means a stronger effect | inhibition, % at 11.5 µM, or IC50 in µM where a hit was titrated | 0.054% of 290,000 active;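 also: plate controls were vehicle with enzyme for no effect and no enzyme for full effect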
P. falciparum M17LAP – P. falciparum M17LAP inhibitors, primary screen, biochemical, fluorogenic H-Leu-NHMec substrate, 1536-well (AID 1619); Leucine aminopeptidase (Plasmodium falciparum (isolate 3D7)); recombinant M17LAP, H-Leu-NHMec fluorogenic kinetic assay; higher % means a stronger effect; one-dose inhibition, % at 30 µM; IC50 in µM for titrated hits; 0.38% of 220,000 active;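 active = compound inhibiting the enzyme by more than half at any dose during confirmatory dose-response retesting; inconclusive = strong single-dose inhibitors picked by rank but not retested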;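 also: plate controls were full reaction with DMSO carrier for no effect and no enzyme background for full effect; strong numbers were not always called active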
PMI inhibitors – inhibitors of human PMI, primary screen, biochemical, fluorescence intensity, coupled assay (AID 1209); 0.42% of 190,000 active; purified PMI enzyme, coupled fluorescence intensity; higher % means a stronger effect; inhibition, % at 20 µM; hits with a dose series show IC50 in µM; Mannose-6-phosphate isomerase (Homo sapiens);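 also: plate controls were DMSO vehicle for no effect and wells lacking substrate for full effect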
human PMI inhibitors – human PMI inhibitors, high substrate, primary screen, biochemical, fluorescence intensity, high mannose 6-phosphate (AID 1220) | recombinant PMI enzyme, coupled fluorescence intensity; higher % means a stronger effect | 0.66% of 190,000 active | Mannose-6-phosphate isomerase (Homo sapiens) | inhibition, % at 20 µM, or IC50 in µM where a hit was titrated
Dynein cargo inh cytoplasmic EGFP – recorded beside Dynein cargo inh, whose call it bears; z-score; measured here: cytoplasmic GR-EGFP intensity; stronger effect = higher value
Dynein cargo inh nuclear GR-EGFP – second read-out of Dynein cargo inh, no call of its own (marks repeat the call); z-score; measured here: nuclear GR-EGFP intensity;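 lower value marks the stronger effect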
Dynein cargo inh cell count – recorded beside Dynein cargo inh, whose call it bears; z-score; measured here: cell count per field
An asterisk follows results filed as active; ? = inconclusive; . = not tested or not shown. Rule as the data show it, unless noted: active = inhibition above about 50%; inactive = the rest.

structure	SIAH1 antagonists	XIAP displacement	M1AAP inhibition	Dynein cargo inh	Dynein cargo inh cytoplasmic EGFP	Dynein cargo inh nuclear GR-EGFP	Dynein cargo inh cell count	AID2073	LYP inhibition	P. falciparum M17LAP	PMI inhibitors	human PMI inhibitors
CC1CN(C(=S)SCC(=O)c2ccccc2)CC(C)O1 (stereo unspecified)	-4%	-0.4%	1%	0.21	-0.23	0.3	-0.43	-4%	-4%	5%	9%	-2%
NS(=O)(=O)c1ccc(CCNC(=O)c2ccc(Cl)cc2[N+](=O)[O-])cc1	-5%	-5.3%	1%	0.43	-0.33	0.49	-0.17	-6%	-6%	6%	3%	4%
Cc1ccc(S(=O)(=O)N(C(=O)c2ccncc2)c2ccc(OC(=O)c3ccncc3)cc2)c(C)c1	-6%	-5.2%	11%	-0.45	-0.22	-0.082	-0.47	-1%	-4%	-7%	5%	1%
O=C(CC(c1ccccc1)c1ccccc1)Nc1ccc(Cl)cn1	7%	-2.1%	-2%	-0.59	-0.27	-0.37	0.49	-1%	0%	-5%	6%	4%
Cc1ccc(N(CC(=O)N=Nc2c(O)[nH]c3ccccc23)S(C)(=O)=O)c(C)c1	-2%	-5.1%	2%	-0.3	-0.28	0.02	0.55	-6%	-3%	4%	15%	9%
c1ccc2c(c1)Cn1nc(Cc3nc4c(s3)CCCC4)nc1-2	-1%	-16%	11%	-0.17	-0.3	0.13	-0.035	-3%	-2%	-6%	4%	12%
O=C(NCCc1ccccn1)C(F)(F)C(F)(F)C(F)(F)C(F)(F)C(F)(F)C(F)F	-3%	-7.0%	8%	-0.55	-0.024	-0.52	1.3	-1%	-6%	21%	-19%	-23%
COc1cccc(C2=CC(c3ccccc3)n3nnnc3N2)c1 (stereo unspecified)	-1%	-2.8%	3%	-0.98	-0.34	-0.27	0.69	0%	-2%	-42%	-12%	-17%
CC(C)OP(=O)(c1ccc(N(C)C)cc1)C(O)c1c(Cl)cccc1Cl (stereo unspecified)	-1%	-0.8%	2%	-0.31	-0.052	-0.29	0.37	14%	-5%	2%	8%	0%
CC(C)c1nnc(NC(=O)CCC(=O)NC2CCCCC2)s1	5%	.	2%	-0.038	-0.21	-0.092	0.021	11%	-9%	12%	.	.
Cc1ccc(-c2nnn(CC(=O)N(Cc3ccccc3F)C(C(=O)NC3CCCC3)c3ccncc3)n2)o1 (stereo unspecified)	0%	-5.9%	2%	0.34	0.076	0.24	1.7	24%	3%	9%	-18%	-24%
CCc1cc(C(=O)N2CCCC(C(=O)c3cccc(OC(C)C)c3)C2)n(C)n1 (stereo unspecified)	4%	-2.6%	4%	0.013	-0.19	0.33	0.33	-1%	3%	-10%	-9%	-9%
O=C(c1ccc(-c2ccccc2)cc1)C1CCCN(C(=O)c2ccncc2)C1 (stereo unspecified)	5%	-4.7%	-8%	0.55	-0.099	0.037	-1.3	12%	-1%	-7%	.	.
COC(=O)C(C)C1Sc2ccccc2NC1=O (stereo unspecified)	1%	-9.0%	3%	-0.42	-0.21	-0.3	0.89	-2%	-2%	8%	9%	7%
Cn1c(=O)c2c(nc(SCCCC#N)n2Cc2ccccc2F)n(C)c1=O	-7%	-4.3%	10%	0.41	-0.029	0.6	-1.1	6%	-3%	-5%	-4%	-9%
COC(=O)c1ccc(NC(=O)c2cnc3scc(C)n3c2=O)cc1	3%	-2.7%	7%	-0.95	-0.27	-0.26	0.74	-11%	-2%	-1%	2%	1%
CCc1nc(N2CCN(C(=O)c3ccccc3)CC2)c(C#N)c2c1COC(C)(C)C2	-4%	-3.5%	5%	0.8	-0.0062	0.83	-0.2	0%	-4%	3%	0%	4%
CCOC(=O)N1CCN(C(=S)NC2CCCC2)CC1	5%	-3.2%	2%	-1.4	-0.3	-0.77	0.98	-3%	-1%	3%	-3%	-1%
COc1cc2c(cc1OC)CN(C(=O)Cc1ccc(OC)c(S(=O)(=O)N3CCOCC3)c1)CC2	2%	-3.4%	3%	-0.35	-0.18	-0.011	0.56	-6%	-1%	-4%	-5%	2%
Cc1ccc(-c2c(C(=O)O)c(C(=O)O)c3n2CCC3)cc1	5%	0.7%	4%	0.19	-0.25	0.12	0.17	-11%	-2%	-85%	-13%	-6%
COc1cc(O)c(C(C)=O)c(CC(=O)O)c1	-4%	.	5%	-0.97	0.2	-0.17	0.39	-7%	1%	1%	.	.
COc1cccc(-c2noc(N)c2C#N)c1	-4%	-4.2%	2%	0.48	-0.3	0.55	-0.17	4%	-5%	-2%	7%	7%
CCCCCC1(C(=O)OCC)CC(CSC(=N)N)OC1=O (stereo unspecified)	6%	0.9%	-3%	-0.48	-0.23	-0.29	0.089	-8%	-7%	-2%	6%	2%
O=C(NCc1ccc(F)cc1)C(=O)NCC1OCCN1C(=O)c1ccc(Cl)cc1 (stereo unspecified)	-3%	-2.5%	-4%	-0.017	-0.074	1	-1.1	-6%	-10%	2%	-12%	-11%
Cc1nnc(NC(=O)c2cccc(NC(=O)C(C)C)c2)s1	-3%	-3.3%	21%	-0.12	-0.18	-0.8	0.24	10%	-8%	14%	-3%	-10%
CN(C)CCCN(Cc1ccc2c(c1)OCO2)C(=O)NC1CCCCC1	2%	.	0%	0.084	-0.27	-0.011	0.39	12%	-4%	2%	.	.
NC(=O)NOCc1c(F)cccc1Cl	-1%	-5.5%	15%	1.8	-0.087	0.83	-0.73	-16%	-2%	3%	8%	2%
Cc1oc(/C=N/NS(=O)(=O)c2ccccc2)cc1Br	2%	-9.4%	8%	0.69	-0.25	0.73	-1.4	1%	-1%	48%	-3%	-8%
O=C(CSc1nnc(-c2cccnc2)o1)Nc1ccccn1	-2%	-1.6%	1%	-0.32	-0.23	-0.53	-0.23	-4%	-1%	-1%	-4%	-3%
O=C(Nc1nnc(SCc2cccc3ccccc23)s1)C1COc2ccccc2O1 (stereo unspecified)	5%	-1.2%	12%	0.042	-0.27	-0.095	0.41	4%	15%	1%	7%	1%

Carrying on.
structure	SIAH1 antagonists	XIAP displacement	M1AAP inhibition	Dynein cargo inh	Dynein cargo inh cytoplasmic EGFP	Dynein cargo inh nuclear GR-EGFP	Dynein cargo inh cell count	AID2073	LYP inhibition	P. falciparum M17LAP	PMI inhibitors	human PMI inhibitors
Cc1cccc(-n2cc(CN3CCCN(C=O)CC3)c(-c3cccc(F)c3)n2)c1	4%	-0.8%	6%	-0.1	0.023	-0.2	-0.43	10%	-12%	1%	14%	13%
CCn1c(=O)cc(SCC(=O)Nc2ccc3c(c2)OCO3)c2ccccc21	5%	-5.3%	-1%	-0.48	0.83	0.25	0.57	-6%	2%	28%	13%	12%
CSCC[C@H](NC(=O)Nc1ccc(Oc2ccccc2)cc1)C(=O)O	-6%	.	9%	1.7	-0.18	0.56	-0.32	-3%	-6%	5%	.	.
Cc1ccccc1CN(CC(=O)Nc1cccc([N+](=O)[O-])c1)S(=O)(=O)c1ccc(Cl)cc1	4%	-3.7%	-5%	-1.9	-0.19	-0.74	1.9	0%	-4%	-17%	11%	7%
CCC(=O)CCC(=O)c1ccc2ccccc2c1	1%	-9.4%	0%	1.8	0.31	0.97	-1.3	6%	-4%	-23%	1%	3%
N#Cc1c(SCC(=O)O)nc(-c2ccccc2)c2c1CCCC2	2%	-2.9%	0%	-0.9	-0.2	-0.19	0.27	13%	1%	6%	3%	13%
CSc1ccccc1C(=O)NCCOc1ccccc1C	2%	-3.0%	7%	-0.94	-0.36	-0.46	1.1	-3%	-8%	7%	4%	14%
CCN(CC)CCOC(=O)c1ccc(NC(=O)CNC(=O)C2CCCCC2)cc1	0%	-1.7%	-2%	0.018	-0.24	0.14	0.22	8%	-9%	-7%	-14%	-12%
COc1ccc(CC(=O)NC(C)c2nnc(SCC(=O)c3ccc(Br)cc3)n2C)cc1 (stereo unspecified)	-7%	1.5%	1%	0.041	0.32	0.26	0.18	-4%	-6%	53%	-4%	-19%
Cc1csc(NC(=O)c2cnccn2)n1	1%	-8.7%	-5%	1.3	-0.16	1.6	-0.73	-5%	-1%	1%	-12%	-16%
O=C(O)c1ccc(COc2ccccc2/C=C2\NC(=O)N(Cc3ccccc3F)C2=O)cc1	-1%	-1.2%	11%	-0.89	-0.24	-0.6	0.34	-8%	0%	4%	-6%	-3%
O=C(COC(=O)CNC(=O)C12CC3CC(CC(C3)C1)C2)NC1CCS(=O)(=O)C1 (stereo unspecified)	-1%	-3.4%	4%	0.33	-0.24	0.23	-0.45	-8%	-14%	-2%	3%	8%
O=C(NCCCn1ccnc1)/C(=C/c1ccco1)NC(=O)c1ccco1	1%	.	6%	0.15	-0.29	0.031	0.56	9%	-2%	17%	.	.
CC(c1ccccc1)n1cc(C(=O)NCC2COc3ccccc3O2)nn1 (stereo unspecified)	-4%	-7.5%	4%	0.35	-0.25	0.41	0.45	3%	-7%	5%	-2%	-3%
NNC(=O)CNc1ccccc1Cl	4%	-7.0%	.	-0.28	-0.18	0.35	0.038	30%	-8%	.	-1%	1%
CCOc1ccc(CN2CCNC(=O)C2CC(=O)OC)cc1 (stereo unspecified)	-3%	-0.1%	4%	0.47	-0.2	0.27	-0.25	?	-7%	-2%	12%	27%
CCOC(=O)C1(C)Oc2cccnc2NC1=O (stereo unspecified)	1%	0.4%	8%	-0.73	-0.22	-0.23	0.2	8%	3%	-5%	-3%	-8%
CCCCNC(=S)N1CCn2cccc2C1c1ccc(F)cc1 (stereo unspecified)	3%	-7.1%	6%	-0.66	-0.31	-0.38	0.69	-4%	8%	5%	1%	10%

An excerpt of these results, with two lines to a compound.
Screens in order – SIAH1 antagonists | XIAP displacement | M1AAP inhibition | Dynein cargo inh | Dynein cargo inh cytoplasmic EGFP | Dynein cargo inh nuclear GR-EGFP | Dynein cargo inh cell count | AID2073 | LYP inhibition | P. falciparum M17LAP | PMI inhibitors | human PMI inhibitors
O=C(CC(c1ccccc1)c1ccccc1)Nc1ccc(Cl)cn1
→ 7% | -2.1% | -2% | -0.59 | -0.27 | -0.37 | 0.49 | -1% | 0% | -5% | 6% | 4%
Cc1ccc(N(CC(=O)N=Nc2c(O)[nH]c3ccccc23)S(C)(=O)=O)c(C)c1
→ -2% | -5.1% | 2% | -0.3 | -0.28 | 0.02 | 0.55 | -6% | -3% | 4% | 15% | 9%

Screens deposited in PubChem by several laboratories.
